bCat KO growth – beta-catenin-lacking colon tumor cell growth suppression; viability, % at 10 µM; HCT116 beta-catenin knockout viability, CellTiter-Glo, 60 h; hits give low values; AID 818; 140,000 tested, 1.5% active;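 active = viability at or under a set limit, the compound median less 4 SD, cut at about 6% in these data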;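 note: 0% = Hyamine 1622 control at 20 µM and 100% = untreated cell control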
GALR2 blocker – blocks the human galanin receptor 2. O43603. GALR2-expressing cells, antagonist mode. inhibition, % at 4 µM. 140,000 tested, 0.39% active; in the data active = inhibition above about 27%;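 note: cells stimulated with galanin 1-16 at roughly its EC80; 0% = agonist challenge control and 100% = basal control without agonist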
Target sequence (O43603 whole entry, looked up): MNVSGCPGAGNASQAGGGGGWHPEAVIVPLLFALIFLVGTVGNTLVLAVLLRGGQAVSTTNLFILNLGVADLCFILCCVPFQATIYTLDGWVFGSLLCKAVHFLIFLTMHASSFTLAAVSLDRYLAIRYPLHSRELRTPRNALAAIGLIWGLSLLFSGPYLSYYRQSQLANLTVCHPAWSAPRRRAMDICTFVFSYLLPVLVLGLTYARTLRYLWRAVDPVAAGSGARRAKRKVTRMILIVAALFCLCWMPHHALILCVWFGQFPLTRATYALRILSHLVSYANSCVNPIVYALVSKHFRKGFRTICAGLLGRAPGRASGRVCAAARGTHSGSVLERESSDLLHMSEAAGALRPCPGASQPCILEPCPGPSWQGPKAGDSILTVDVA
Measles CPE – protection of cells from measles virus | Measles virus-infected cells, CPE protection, absorbance | protection (pct of control), % at 4 µM | 140,000 tested, 1.5% active | AID 841; in the data active = protection mostly above about 24%, no sharp cut-off; inactive = mostly below about 26%; note: some compounds called inactive have numbers as strong as hits
Yeast lifespan up – yeast lifespan extension; S. cerevisiae growth with nicotinamide, OD615; deaD strain in restrictive glucose medium; inhibition of the nicotinamide effect, % at 10 µM; 130,000 tested, 0.68% active; AID 775;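 active = inhibition above a set limit, placed 3 SD over the median of all compounds, cut at about 26% in these data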;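 note: 0% = nicotinamide-treated wells and 100% = cells grown without nicotinamide; some compounds called inactive have numbers as strong as hits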
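assay system = DeaD-strain S. cerevisiae | measured by = absorbance at 615 nm | probe or stimulus = nicotinamide 1.5 mM | buffer or medium = CSMM-D glucose medium, restrictive | times = 48 h at 30 °C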
E-sel TNF inh – TNF alpha driven E-selectin expression inhibition; HUVEC TNFa-induced E-selectin immunofluorescence, high content; inhibition, % at 2 µM; 120,000 tested, 0.71% active;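 active = inhibition above the batch mean plus 3 SD, and confirmed as a hit on visual image review, cut at about 43% in these data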;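 note: 0% = TNF-stimulated DMSO wells and 100% = unstimulated control wells; not every result past the cut was called active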
PTEN del growth – PTEN-deleted cell growth suppression | HCT116 PTEN-null viability, CellTiter-Glo, 60 h; hits give low values | viability, % at 10 µM | 140,000 tested, 1.2% active | AID 827;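 active = viability at or below a set limit, 4 SD under the median of all tested compounds, cut at about 3.7% in these data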;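 note: PTEN knockout HCT116 line with beta catenin targeted HCT116 as companion control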
MRP-1 activ – activators of MRP-1. H69AR cells + doxorubicin, viability rescue, CellTiter-Glo. AID 799. viability increase, % at 10 µM. 140,000 tested, 0.61% active;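 active = viability gain under doxorubicin at or above a set limit, the compound median plus 3 SD, cut at about 4.7% in these data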;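 note: MRP-1 overexpressing cells given doxorubicin 25 µM after compound pretreatment; 18-22 h compound pretreatment then 72 h with doxorubicin before readout; 0% = doxorubicin-only wells and 100% = vehicle-treated cells without doxorubicin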
Yeast growth inh – reduces growth of yeast BB579 in restrictive medium | inhibition, % at 10 µM | S. cerevisiae BB579 growth, OD615, 48 h | 140,000 tested, 0.51% active;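 active = inhibition above a set limit, 3 SD over the mean compound inhibition, cut at about 44% in these data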; note: inactives centre near -24
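Test system: S. cerevisiae DeaD strain BB579 yeast; Medium: restrictive CSMM-D medium; Compound: one dose, 10 µM compound with 0.25% DMSO; Incubation: 4 h cell preincubation, 48 h compound exposure, 30 °C humidified; Signal: OD at 615 nm; Benchmarks: amphotericin B at 10 µg/mL as positive control.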
NPY-Y2 antag – antagonists of human neuropeptide Y receptor Y2. P49146. NPY-Y2 expressing cells, antagonist mode. inhibition, % at 2.7 µM. 140,000 tested, 0.99% active. AID 793; in the data active = inhibition above about 17%;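 note: 0% = vehicle with agonist challenge and 100% = reference antagonist with challenge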
Target sequence (P49146 whole entry, looked up): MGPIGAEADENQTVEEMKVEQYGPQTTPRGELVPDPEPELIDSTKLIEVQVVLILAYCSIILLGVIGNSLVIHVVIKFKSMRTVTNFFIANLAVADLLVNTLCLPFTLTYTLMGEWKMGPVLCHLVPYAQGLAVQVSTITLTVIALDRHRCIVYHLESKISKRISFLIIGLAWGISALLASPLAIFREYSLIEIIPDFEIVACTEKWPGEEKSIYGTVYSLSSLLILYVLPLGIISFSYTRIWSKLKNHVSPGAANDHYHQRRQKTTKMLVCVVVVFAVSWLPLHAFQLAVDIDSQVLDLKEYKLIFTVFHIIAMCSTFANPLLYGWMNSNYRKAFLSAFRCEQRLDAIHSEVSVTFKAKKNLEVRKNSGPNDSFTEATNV
Phagocyt inh – inhibitors of macrophage phagocytosis | 110,000 tested, 0.07% active | AID 1029 | inhibition, % at 5 µM | J774A.1 macrophage IgG-bead phagocytosis, imaging;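 active = inhibition above the mean of the plate negative controls plus 5 SD, cut at about 13% in these data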;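 note: phagocytic index as fraction of beads internalized from green versus red external bead signal; plate controls were DMSO negative control for no effect and cytochalasin-D positive control for full effect; some results beyond the cut were filed as inactive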
* marks the source's active call; other numbers are inactive results; · = not tested or not shown.

1	COCCn1c(SCc2cnc(-c3ccccc3)s2)nnc1-c1ccncc1
2	Cc1nn(Cc2c(F)c(F)c(F)c(F)c2F)c(C)c1NC(=O)c1ccc(COc2ccccc2Cl)o1
3	CCCCNC(=S)NNC(=O)CCn1cc(C)cn1
4	COc1cccc(NC(=O)CN(c2cccc(F)c2)S(C)(=O)=O)c1
5	CC1CN(Cc2cc(=O)n3ccsc3n2)CC(C)O1 (stereo not given)
6	COc1cc(/C(C)=N/NC(=S)NC(C)C)cc(OC)c1OC
7	O=S(=O)(c1ccccc1)N1CCN(S(=O)(=O)c2ccccc2)C1
8	CCn1c(SCC(=O)Nc2ccc(N3CCOCC3)cc2)nnc1-c1ccc(OC)cc1
Compound,1,2,3,4,5,6,7,8
bCat KO growth,92,50,104,93,94,86,93,112
GALR2 blocker,-3,10,-2,0,11,-12,1,14
Measles CPE,6,6,8,4,23,12,3,1
Yeast lifespan up,-12,-15,5,8,-7,-3,-1,-8
E-sel TNF inh,1,0,·,13,-3,25,-11,·
PTEN del growth,87,70,98,90,104,82,104,114
MRP-1 activ,-3.6,1.5,1.6,-0.9,-1.0,-2.3,-4.1,0.5
Yeast growth inh,-35,-29,-19,-20,-5,-10,-32,-30
NPY-Y2 antag,-2,2,3,3,3,1,2,2
Phagocyt inh,0,·,-2,-2,·,0,1,0

9	O=C(c1ccc(Cl)cc1)c1cnc(Nc2ccccc2Cl)s1
10	CCOC(=O)c1csc(NC(=O)COc2ccc(Cl)cc2Cl)n1
11	O=C(NCc1ccccc1)c1ccc(S(=O)(=O)N2CCCc3ccccc32)cc1
12	O=C(Nc1nc2c(s1)CCCC2)c1cccnc1
13	CCOC(=O)C(CCCCCOc1ccccc1[N+](=O)[O-])C(=O)OCC
14	Cc1ccc(-c2nn(Cc3ccccc3)cc2/C=C/C(=O)O)cc1
15	O=[N+]([O-])c1ccc2sc(SCc3nc4ccccn4c3Br)nc2c1
16	O=C(CSc1ncccn1)n1c2c(c3ccccc31)CCCC2
Compound,9,10,11,12,13,14,15,16
bCat KO growth,60,105,82,92,79,90,79,90
GALR2 blocker,1,0,5,4,0,4,9,-5
Measles CPE,4,3,9,3,6,22,15,19
Yeast lifespan up,-11,-6,-22,-11,-4,-6,-2,-6
E-sel TNF inh,-16,-15,·,-1,·,13,·,-23
PTEN del growth,68,96,78,101,85,84,73,89
MRP-1 activ,2.6,-0.9,-1.2,-0.1,-1.4,-1.0,-3.0,-2.6
Yeast growth inh,-83,-26,-70,-82,-10,9,-37,13
NPY-Y2 antag,2,5,0,3,6,5,4,6
Phagocyt inh,·,0,·,10,·,-1,·,2

17	Cc1ccc2nc(-c3ccc(NC(=O)CN4CCN(C(=O)c5ccco5)CC4)cc3)sc2c1
18	O=C(O)C1CCN(c2ncccn2)CC1
19	CCN(CC)S(=O)(=O)c1ccc(-c2nnc(SCC(=O)N3c4ccccc4CC3C)n2CC)cc1 (stereo not given)
20	Cc1ccc(NC2=C/C(=N/S(=O)(=O)c3cccs3)c3ccccc3C2=O)cc1C
21	Cc1cc(C)c2cc(CN(CCO)C(=O)Nc3ccc(F)cc3)c(=O)[nH]c2c1
22	COC(=O)c1cc[n+](CC(=O)c2ccccc2)cc1
23	CN1CCN(/N=C/c2nc(-c3ccccc3Cl)n3ccccc23)CC1
24	Cc1cc(C)nc(N=Nc2c(O)n(Cc3ccc(Cl)cc3)c3ccccc23)n1
Compound,17,18,19,20,21,22,23,24
bCat KO growth,80,93,58,85,93,108,98,56
GALR2 blocker,-27,-7,-3,4,-9,-3,-11,15
Measles CPE,6,9,9,8,7,14,9,20
Yeast lifespan up,-24,-12,-1,11,-11,-10,-3,-3
E-sel TNF inh,·,-10,2,-4,-46,-15,·,·
PTEN del growth,76,90,56,88,89,98,97,39
MRP-1 activ,-3.4,-1.2,-1.9,-1.5,0.0,-1.0,0.6,-1.0
Yeast growth inh,-29,-34,-2,-56,-46,-18,-12,10
NPY-Y2 antag,0,3,1,-3,-2,1,0,4
Phagocyt inh,-2,·,-7,2,·,0,·,-15

5 entries drawn at random from those above, as already listed:
21	Cc1cc(C)c2cc(CN(CCO)C(=O)Nc3ccc(F)cc3)c(=O)[nH]c2c1
24	Cc1cc(C)nc(N=Nc2c(O)n(Cc3ccc(Cl)cc3)c3ccccc23)n1
18	O=C(O)C1CCN(c2ncccn2)CC1
22	COC(=O)c1cc[n+](CC(=O)c2ccccc2)cc1
19	CCN(CC)S(=O)(=O)c1ccc(-c2nnc(SCC(=O)N3c4ccccc4CC3C)n2CC)cc1 (stereo not given)
Compound,21,24,18,22,19
bCat KO growth,93,56,93,108,58
GALR2 blocker,-9,15,-7,-3,-3
Measles CPE,7,20,9,14,9
Yeast lifespan up,-11,-3,-12,-10,-1
E-sel TNF inh,-46,·,-10,-15,2
PTEN del growth,89,39,90,98,56
MRP-1 activ,0.0,-1.0,-1.2,-1.0,-1.9
Yeast growth inh,-46,10,-34,-18,-2
NPY-Y2 antag,-2,4,3,1,1
Phagocyt inh,·,-15,·,0,-7

More results
25	O=S(=O)(NCCc1ccncc1)c1cc(Br)ccc1F
26	Cc1cc(C(C#N)c2ccccc2)n2ncnc2n1 (stereo not given)
27	Cc1cccc(-c2nc3cc(NC(=O)C4CCCO4)ccc3o2)c1 (stereo not given)
28	Cn1nc(C(=O)Nc2ccc(S(=O)(=O)N3CCCC3)cc2)ccc1=O
29	COc1ccccc1C1=NOC(COC(=O)c2ccc(Br)cc2)C1 (stereo not given)
30	Cc1ccc(CNc2ccc3c(c2)OCO3)c(C)c1
31	O=C(Nc1ccccc1)N(CCN1CCOCC1)Cc1ccccc1F
32	O=C(c1ccccc1S(=O)(=O)NCC(O)COc1ccc([N+](=O)[O-])cc1)N1CCCCC1 (stereo not given)
Compound,25,26,27,28,29,30,31,32
bCat KO growth,99,92,86,84,100,9,94,97
GALR2 blocker,9,-11,-6,12,7,-2,-1,-4
Measles CPE,2,5,11,11,5,23,3,1
Yeast lifespan up,-12,-5,-5,-9,-1,-21,-9,-9
E-sel TNF inh,-7,-1,·,·,8,-13,20,·
PTEN del growth,105,86,82,88,103,14,96,96
MRP-1 activ,-0.3,-0.2,2.2,-0.2,1.6,-4.7,-0.6,-2.7
Yeast growth inh,-37,7,-36,-19,-62,-6,-72,-24
NPY-Y2 antag,7,2,3,2,13,1,2,-2
Phagocyt inh,·,0,-3,-1,-10,0,0,·

33	CC(C)CC(=O)NCCCCc1ccccc1
34	CCS(=O)(=O)N1CCCC(C(=O)NCC2CCCO2)C1 (stereo not given)
35	CCc1nn(-c2ccccc2)c(N)c1C#N
36	Cc1ccc(NC(=O)C(C)N2C(=O)c3ccccc3C2=O)cc1 (stereo not given)
37	NC(=O)CN(c1ccccc1)C1SC(=O)N(Cc2ccccc2)C1=O (stereo not given)
38	Cc1csc(=N)n1CC(=O)N1CCc2ccccc21
39	CC(=O)Oc1cc2c(C(=O)NCCCN3CCOCC3)c(C)oc2c2ccccc12
40	Nc1ncc(Br)cc1Br
Compound,33,34,35,36,37,38,39,40
bCat KO growth,90,87,98,94,97,79,0.9*,97
GALR2 blocker,-13,12,-7,14,9,14,8,-8
Measles CPE,16,25,2,0,6,26*,13,14
Yeast lifespan up,9,-4,-4,4,-8,-7,2,-4
E-sel TNF inh,·,·,-25,·,-9,·,1,-18
PTEN del growth,83,100,104,99,91,106,1.4*,100
MRP-1 activ,-0.8,0.1,1.9,1.4,-1.3,-0.2,-6.5,0.9
Yeast growth inh,-14,-8,-55,-94,-9,-46,-41,-33
NPY-Y2 antag,6,-2,4,0,6,5,5,3
Phagocyt inh,3,·,-1,2,-1,-1,-3,-8

41	C#CCN(C(=O)Nc1ccccc1)c1ccccc1
42	O=C(O)CCC(=O)Nc1ccc(S(=O)(=O)Nc2nccs2)cc1
43	CCc1cccc(Nc2cc(C)nc3ncnn23)c1
44	O=C(COc1ccccc1)Nc1ncccn1
45	O=[N+]([O-])c1ccc(Nc2ccc3ccccc3c2)nc1
46	Cn1nnnc1SCC(=O)NCc1cccs1
47	CC1(c2ccc(Cl)cc2)NC(=O)N(CC(=O)NCc2cccs2)C1=O (stereo not given)
48	N#Cc1cn(CC(=O)N2CCc3ccccc3C2)c2ccccc12
Compound,41,42,43,44,45,46,47,48
bCat KO growth,101,109,91,92,100,87,90,96
GALR2 blocker,0,9,5,-4,22,-7,-5,7
Measles CPE,8,12,12,0,7,13,3,5
Yeast lifespan up,-1,6,-1,-9,-18,·,-3,·
E-sel TNF inh,·,·,-5,12,16,-8,32,-19
PTEN del growth,91,101,93,88,99,94,93,86
MRP-1 activ,-3.3,-0.7,-1.3,1.8,-1.7,-0.6,2.3,-4.4
Yeast growth inh,-6,-37,-15,-15,-15,-36,-5,9
NPY-Y2 antag,-1,5,2,0,-4,1,1,2
Phagocyt inh,1,·,·,-2,-1,·,-3,·

49	CCCC1CCc2c(c3ccccc3[nH]c2=O)O1 (stereo not given)
50	O=C(NC(C(=O)c1ccccc1)N1CCCCCC1)c1ccco1 (stereo not given)
51	CCOC(=O)c1cccc(NC(=O)/C(=C\c2ccccc2)NC(=O)c2ccccc2Cl)c1
52	CCn1cc(C(=O)NCc2ccco2)c(=O)c2cc(S(=O)(=O)N3CC(C)CC(C)C3)ccc21 (stereo not given)
53	O=C(OCc1ccccc1)/C(=C/c1ccc(Cl)cc1)NC(=O)c1ccccc1Cl
54	Cc1c(Cl)cccc1NC(=O)Nc1ccc(C(=O)N2CCCC2)cc1
55	c1ccc2c(c1)nnn1c3ccccc3nc21
56	Cc1cc(=O)[nH]c(SCC(=O)Nc2nc(-c3ccccc3)c(-c3ccccc3)o2)n1
Compound,49,50,51,52,53,54,55,56
bCat KO growth,99,94,84,48,69,70,84,103
GALR2 blocker,13,1,-6,12,-2,-14,0,-2
Measles CPE,13,23,3,·,14,6,11,4
Yeast lifespan up,-12,-4,0,-14,-1,-4,-15,-2
E-sel TNF inh,-35,-13,48,0,-13,-45,·,·
PTEN del growth,102,85,67,70,73,77,85,100
MRP-1 activ,0.0,-1.8,-2.1,-1.7,-1.5,-2.0,0.2,-0.5
Yeast growth inh,-58,0,-8,-38,-56,-7,65*,-51
NPY-Y2 antag,7,2,5,1,1,-1,4,2
Phagocyt inh,-2,-6,-4,-1,-4,-5,0,-13

57	Cc1oc(-c2ccc(Cl)cc2)nc1CS(=O)CC(=O)NCc1cccs1 (stereo not given)
58	O=C(NCCc1c[nH]c2ccccc12)C1Cc2ccccc2CN1C(=O)c1ccco1 (stereo not given)
59	CCC(C)(C)NC(=O)CN(C(=O)CNS(=O)(=O)c1ccc(C)cc1)c1ccc2c(c1)OCCO2
60	C=CCn1c(O)c(CN2CCN(Cc3ccccc3)CC2)c(C)c(C#N)c1=O
Compound,57,58,59,60
bCat KO growth,86,92,70,98
GALR2 blocker,2,-4,-3,-1
Measles CPE,10,5,3,2
Yeast lifespan up,-8,-17,-13,-9
E-sel TNF inh,·,-41,·,11
PTEN del growth,101,88,88,93
MRP-1 activ,-1.9,-5.0,-0.4,1.7
Yeast growth inh,-33,-37,-29,-21
NPY-Y2 antag,3,1,0,-1
Phagocyt inh,0,1,·,2

Not a hit list; 6.1% or so of the library scored in one or more.
